Screening data as filed in PubChem.
Shn3 inh set2 = reduces Shn3 3'UTR luciferase signal in osteoblasts | Clone20 osteoblast Shn3 3'UTR firefly luciferase, 24 h | 360,000 compounds, 0.52% hits | inhibition, % at 12.5 µM;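 active = mean inhibition of at least 75% with every replicate also reaching 75%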;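 note: 0% = median of neutral control wells and 100% = pilot-screen positive control compound; some compounds past the cut are filed as inactive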
NR2E3 ag-1 = agonists of human nuclear receptor NR2E3; Q9Y5X4; GST-NR2E3/biotin-RetCOR TR-FRET, 1536-well; inhibition of corepressor binding, % at 4.78 µM; 320,000 compounds, 0.12% hits; AID 2300;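 active = percent inhibition above the cutoff of mean plus 3 SD of all tested compounds, set per screening campaign, cut at about 20% in these data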;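 note: 0% = DMSO wells and 100% = biotin wells as full block of FRET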
Target sequence (Q9Y5X4 whole entry, looked up): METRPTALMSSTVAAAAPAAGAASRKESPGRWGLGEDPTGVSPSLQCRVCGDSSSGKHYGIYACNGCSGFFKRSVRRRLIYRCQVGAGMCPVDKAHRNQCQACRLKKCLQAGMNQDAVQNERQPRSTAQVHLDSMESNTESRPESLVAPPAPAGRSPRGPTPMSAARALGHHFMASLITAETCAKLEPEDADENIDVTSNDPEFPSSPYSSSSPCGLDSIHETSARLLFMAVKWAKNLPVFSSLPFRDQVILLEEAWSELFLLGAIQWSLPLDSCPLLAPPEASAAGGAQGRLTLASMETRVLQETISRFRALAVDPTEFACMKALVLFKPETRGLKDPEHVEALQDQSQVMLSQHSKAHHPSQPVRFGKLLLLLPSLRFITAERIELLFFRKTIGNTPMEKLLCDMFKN
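Material – GST-tagged NR2E3 plus biotinylated RetCOR corepressor · Quantity – NR2E3 fusion 1.35 nM · Times – 5 h incubation at 4 °C · Medium – pH 7.5 Tris-based buffer · Technique – TR-FRET, Eu(K)-anti-GST donor, streptavidin-D2 acceptor, ex 340, em 617/671 nm · Benchmarks – high control biotin, low control 0.6% DMSO · Format – 1536-well plates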
EBV LMP1 NFkB = Epstein-Barr LMP1 NF-kappaB reporter inhibition; inhibition, % at 12.5 µM; 350,000 compounds, 0.69% hits; LMP1-induced NF-kappaB luciferase reporter cells, luminescence; in the data active = inhibition above about 41%;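 note: 0% = neutral control wells and 100% = reference inhibitor control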
C8 TRAIL sens = sensitizes caspase-8 expressing cells to TRAIL | NB7+C8 cells + TRAIL, ATPlite viability luminescence | inhibition (viability loss, TRAIL sensitization), % at 10 µM | 360,000 compounds, 1% hits | AID 624354;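 active = compounds causing at least 50% loss of cell viability in the single-dose screen, relative to plate controls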
CF NFkB inh = inhibitors of cystic fibrosis induced NF-kB. inhibition, % at 5 µM. 360,000 compounds, 0.86% hits. KKLEB NF-kB-GFP reporter, PAF-induced, GFP fluorescence overnight;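 active = at least 50% inhibition at 5 µM, scaled per plate between neutral and stimulator controls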;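 note: PAF is a Pseudomonas aeruginosa culture filtrate used as stimulus; plate controls were PAF-stimulated DMSO wells for no effect and unstimulated DMSO wells for full effect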
iPSC survival up = enhancers of human iPSC single-cell survival; hiPSC single-cell survival, ATPlite luminescence; 100% = ROCK inhibitor wells, 0% = DMSO; survival enhancement, % at 20 µM; 360,000 compounds, 0.044% hits; AID 602274; in the data active = survival enhancement above about 18%;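 note: cells exposed to compounds for 16 hours before the ATP read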
Peg3 prom inh = Peg3 promoter activity inhibition; AID 588405; inhibition, % at 20 µM; 360,000 compounds, 1.7% hits; HeLa PEG-Prom luciferase reporter, luminescence, overnight;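 active = inhibition of at least 50% at 20 µM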
NR2E3 ag-2 = agonists of human NR2E3 nuclear receptor; 360,000 compounds, 0.35% hits; inhibition of corepressor binding, % at 3.98 µM; CHO-S Gal4-NCOR/VP16-NR2E3 two-hybrid, luciferase; AID 602229; Q9Y5X4;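 active = inhibition above the mean of all tested compounds plus 3 SD, cut at about 70% in these data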;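 note: 0% = DMSO with NR2E3 transfected cells and 100% = cells lacking NR2E3 construct; higher means lower luciferase signal from less NR2E3 corepressor binding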
KKLEB tox = counter-screen for CF NF-kB inhibitors: cytotoxicity | KKLEB CF airway cells viability, ATPlite luminescence, overnight; stronger effect = lower value; cells stimulated with P. aeruginosa culture filtrate | 360,000 compounds, 0.36% hits | activity change (cytotoxicity), % at 5 µM | AID 602141;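 active = corrected activity change at or below -50% at 5 µM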
HIF-2a block = inhibitors of HIF-2a; 786-0 RCC cells HIF-2a reporter, luciferase luminescence, overnight; AID 624352; 360,000 compounds, 0.72% hits; inhibition, % at 18.8 µM;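 active = inhibition of the luminescence signal of 40% or more relative to plate controls, in a single-dose primary screen at 18.75 µM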
MITF TRPM1 inh = reduces MITF-dependent TRPM1 promoter luciferase signal. SK-MEL-5 TRPM1 promoter luciferase, 24 h. inhibition, % at 12.5 µM. 330,000 compounds, 0.83% hits. AID 488899;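 active = mean inhibition across replicates of 60% or more, whatever share of single replicates reaches that level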; note: values of inactives mirror those of a sister screen read the other way
* marks the source's active call; other numbers are inactive results; · = no result given.

SMILES	Shn3 inh set2	NR2E3 ag-1	EBV LMP1 NFkB	C8 TRAIL sens	CF NFkB inh	iPSC survival up	Peg3 prom inh	NR2E3 ag-2	KKLEB tox	HIF-2a block	MITF TRPM1 inh
COc1ccc(CN(CCN(C)C)Cc2ccccc2)c(OC)c1	-41	-2	-1	20	1	0.0	-11	-19	11	10	5
CC(Sc1nc(N2CCCCC2)c2c(c1C#N)CCCC2)C(=O)O (stereo unspecified)	-11	-1	3	-5	-2	-0.1	14	1	5	6	-4
Cc1ccc(CN2CCC(C)(Oc3cccc(Cl)c3)C2)cc1 (stereo unspecified)	-3	·	·	8	6	2.2	-3	-33	-6	8	·
COc1cccc(OCC(=O)NCCS(=O)(=O)N2CCN(c3ccccc3)CC2)c1	25	·	1	-14	7	-1.7	6	2	-4	-3	·
COc1ccccc1N(CC(=O)NC(C)C)S(=O)(=O)c1cccs1	13	0	-2	-1	16	0.9	-1	-1	1	9	-4
CN(Cc1ccccc1)C(=O)c1[nH]cnc1C(=O)NCc1ccccc1	-7	3	2	-10	-18	3.9	8	11	7	2	-3
O=C(O)c1ccc(NC(=O)c2cccc(NC(=O)c3cccs3)c2)cc1	15	4	4	22	-8	0.1	22	7	3	21	-9
CC(=O)Nc1ccc(S(=O)(=O)N2CCN(S(=O)(=O)N3CCOCC3)CC2)cc1	3	-1	-2	-10	2	-0.1	-4	17	1	13	8
CCOC(=O)c1c(N2C(=O)CC(Sc3ccccc3C(=O)O)C2=O)sc2c1CCCC2 (stereo unspecified)	-8	1	0	-5	-2	-0.5	8	-32	-20	3	-6
CC1CCCC(C(=O)O)N1C(=O)CCS (stereo unspecified)	-21	-3	-6	13	2	-1.2	3	3	-1	10	-26
CC1=C(C(=O)NC2CCCc3c2cnn3-c2cc(F)cc(F)c2)OCCO1 (stereo unspecified)	11	-2	-10	-1	-1	-0.5	6	13	10	-7	6
Cc1ccccc1-n1c(O)c(C=NC2CCS(=O)(=O)C2)c2ccccc2c1=O (stereo unspecified)	-1	-1	8	9	3	-0.5	20	-19	-18	12	-9
CCC1CCCCN1CCCNC(=O)c1cc2c(=O)[nH]c3ccccc3c2n1C (stereo unspecified)	-12	1	9	0	-17	-0.5	3	4	5	17	-4
O=C(Nc1ccc2c(c1)CCC2)c1cccs1	-91	1	-32	17	6	-0.6	-319	-153	-9	-358	-70
O=C(c1ccc2c(c1)[nH]c(=S)n1c3ccccc3nc21)N1CCN(c2cccc(Cl)c2)CC1	6	-1	6	-1	5	-0.1	19	-24	-15	1	2
CC1(C)CC(=O)C2=C(C1)N(c1ccc(F)cc1)C(=O)CC2c1ccsc1 (stereo unspecified)	-9	-1	2	2	13	-0.2	27	-14	-8	10	-9
O=C(Nc1ccc2c(c1)OCO2)c1cc(-c2ccc(O)cc2)on1	-5	-8	8	23	52*	-0.5	-165	-47	-41	-205	-73
COc1ccc(NC(=O)CN2CCCC2)cc1	-6	-1	-1	-6	10	-0.5	-16	19	14	7	5
CN(CCOC(=O)C1c2ccccc2Oc2ccccc21)C(C)(C)C	-2	1	-7	8	5	-1.5	10	1	-36	11	-8
COc1ccc2[nH]cc(C(=O)CN3CCCC(C)(C)C3)c2c1	5	-1	2	-11	9	-0.6	0	1	-11	2	6
CC=CCn1c(SCc2ccccc2)nc2c1c(=O)[nH]c(=O)n2C	8	·	·	-4	5	2.1	-3	9	4	8	·
CC(C)=CCCC1=CCC2C(=O)NNC(=O)C2C1 (stereo unspecified)	-1	-2	2	-5	-4	-1.3	0	2	-7	14	-2
CC1(C)C(=O)C2(CCCCC2)C(=O)OC1c1cccs1 (stereo unspecified)	-3	0	-5	-4	7	-0.4	0	-8	8	15	4
CC(NC(=O)CN1C(=O)NC(C)(c2cccc3ccccc23)C1=O)c1ccccc1 (stereo unspecified)	1	5	-21	3	-16	0.7	4	-3	7	10	·
CCOc1ncccc1C(=O)OC(C)C(=O)NC1CCCCC1 (stereo unspecified)	-1	·	-1	10	9	-0.2	13	-9	-4	21	0

In a second layout: 4 of the compounds above.
Order of results – Shn3 inh set2	NR2E3 ag-1	EBV LMP1 NFkB	C8 TRAIL sens	CF NFkB inh	iPSC survival up	Peg3 prom inh	NR2E3 ag-2	KKLEB tox	HIF-2a block	MITF TRPM1 inh
> CC(Sc1nc(N2CCCCC2)c2c(c1C#N)CCCC2)C(=O)O (stereo unspecified)
    -11	-1	3	-5	-2	-0.1	14	1	5	6	-4
> Cc1ccc(CN2CCC(C)(Oc3cccc(Cl)c3)C2)cc1 (stereo unspecified)
    -3	·	·	8	6	2.2	-3	-33	-6	8	·
> COc1cccc(OCC(=O)NCCS(=O)(=O)N2CCN(c3ccccc3)CC2)c1
    25	·	1	-14	7	-1.7	6	2	-4	-3	·
> COc1ccccc1N(CC(=O)NC(C)C)S(=O)(=O)c1cccs1
    13	0	-2	-1	16	0.9	-1	-1	1	9	-4

Later entries.
SMILES	Shn3 inh set2	NR2E3 ag-1	EBV LMP1 NFkB	C8 TRAIL sens	CF NFkB inh	iPSC survival up	Peg3 prom inh	NR2E3 ag-2	KKLEB tox	HIF-2a block	MITF TRPM1 inh
OC1(c2cccc(C(F)(F)F)c2)CCNCC1	-50	2	2	-7	-2	-1.7	0	-13	7	15	1
COc1ccccc1NC(=S)NNC(=O)c1c(Cl)c(C)nn1C	11	0	-1	15	2	0.3	-1	11	-2	-30	10
COc1ccc(C(=O)O)cc1S(=O)(=O)NCCN(C)C	6	3	-2	13	10	1.1	3	-6	-5	11	1
O=C1CCN(C(=S)NCc2ccccc2)CC1	-12	4	-2	2	-10	3.5	3	-2	12	3	9
CCN(CC)CCNC(=O)CNC(=O)c1nn(-c2ccc(OC)cc2)c(=O)c2ccccc12	23	5	0	13	14	-0.5	4	15	-10	8	-1
CN(C)S(=O)(=O)c1cccc(-c2cn3cc(Cl)ccc3n2)c1	-43	0	-15	18	-3	-1.3	-129	-26	8	-158	-47
COc1ccc(C(C(=O)NCCC(C)C)N(CCO)C(=O)c2snc(C(N)=O)c2N)cc1 (stereo unspecified)	6	2	2	-11	5	-0.7	12	-1	-13	8	-5
COC(=O)c1ccc(C(=O)OC)c(NC(=O)CN(C)Cc2ccc(Cl)c(Cl)c2)c1	7	-1	6	27	7	-0.6	23	-7	-8	29	2
Cc1onc(-c2ccccc2)c1-c1nc2cc(Cl)ccc2c(=O)o1	·	4	1	2	-13	0.5	10	-19	2	7	28
Cc1ccc(NC(=O)Cn2c(O)c(N=NC(N)=S)c3ccccc32)cc1	64	3	30	1	8	-0.2	22	0	-9	47*	43
CC[C@@H](C)[C@@H]1CN([C@@H](CN2CCC[C@H]2CN2C(N)=NC[C@H]2CC(C)C)C(C)C)C(=N)N1CCCC1CCCC1	0	·	-3	-7	2	0.1	6	-16	4	-5	-8
Cc1ccc(C(=O)NC(=S)NCCN2CCOCC2)cc1	-2	0	-11	-3	-14	-2.8	-28	-40	6	-66	-20
O=C(O)/C=C/C(=O)N1CCN(S(=O)(=O)c2cc(C(F)(F)F)ccc2Cl)CC1	2	-2	5	-1	9	-0.6	0	1	10	5	-3
CC(C)C(=O)Nc1cccc(NC(=S)NC(=O)c2ccc3c(c2)OCO3)c1	-61	0	-24	19	2	0.8	-161	-26	-7	-109	-72
O=C(CCCc1nc(-c2ccccc2Cl)no1)N1CCOCC1	·	5	-3	1	8	-0.8	-8	14	-2	-1	-10
COc1cc2cc(c1Cl)N(C)C(=O)CC(OC(=O)C(C)N(C)C(C)=O)C1(C)OC1C(C)C1CC(O)(NC(=O)O1)C(OC)C=CC=C(C)C2 (stereo unspecified)	4	·	0	22	50	-0.5	-5	25	-17	31	31
COc1ccc(C(=O)OCN2C(=O)c3ccccc3C2=O)cc1	-13	2	4	-1	-4	-2.1	3	5	11	15	-2
NC(=O)CC(NC(=O)Cc1cccc2ccccc12)c1ccc(NCCCN2CCCC2=O)c([N+](=O)[O-])c1 (stereo unspecified)	7	5	7	-6	-13	-0.3	-4	33	-4	-1	23
C=CCNC(=O)CN1C(=O)CSc2ccc(S(=O)(=O)N3CCOCC3)cc21	-15	·	1	-9	-9	-0.7	1	-4	12	0	·
Cc1ccc(NC(=S)Nc2cccc(-c3n[nH]c(=S)o3)c2)cc1	20	10	8	10	-4	-0.5	-49	-34	10	-51	11
O=C(Oc1ccc(OC(=O)c2ccco2)c(S(=O)(=O)c2ccc(Cl)cc2)c1)c1ccco1	-2	6	-6	-1	2	1.9	19	-8	7	11	-1
O=C(COC(=O)c1nc(Cl)ccc1Cl)NCc1ccccc1	-9	-2	-15	4	8	1.9	7	13	-2	12	13
Cc1ccc(S(=O)(=O)NCC(=O)NCC(=O)N2CCN(c3ncccn3)CC2)cc1C	6	2	-8	-17	-6	-0.4	5	-8	9	8	-4
COc1ccc(-c2cc(-c3ccccc3)nc3ncnn23)cc1	-12	6	4	4	1	-1.0	3	-16	-12	-10	·
COc1cccc(C(=O)Nc2nnc(Cc3ccc(OC)c(OC)c3)s2)c1	-52	-2	-8	-7	2	0.2	7	-33	2	9	2
SMILES	Shn3 inh set2	NR2E3 ag-1	EBV LMP1 NFkB	C8 TRAIL sens	CF NFkB inh	iPSC survival up	Peg3 prom inh	NR2E3 ag-2	KKLEB tox	HIF-2a block	MITF TRPM1 inh
Cc1ccc(S(=O)(=O)N2CCC(C(=O)N/N=C/c3ccncc3)CC2)cc1	6	-1	-2	7	1	2.2	35	0	0	21	-2
CCOC(=O)N1CCN(CC(c2ccccc2)c2ccccc2)CC1	83	0	0	-3	-4	2.4	-5	-2	-4	2	11
Clc1ccccc1-c1nnc2sc(CCc3ccccc3)nn12	-4	2	-6	-1	5	0.1	1	1	10	7	7
O=C(Cn1ncc(N2CCCC2)c(Cl)c1=O)c1ccc(Cl)cc1	-37	-1	20	-3	6	-1.6	-236	-79	9	-163	-24
CCc1nc2ccc(C(=O)NCCCn3ccnc3)cn2c1N(CC)C(=O)NCCc1ccccc1	-29	·	·	0	5	-1.7	-29	-7	5	-30	·
Fc1ccccc1C1c2[nH]c3ccccc3c2CCN1CCCn1cccn1 (stereo unspecified)	-4	-1	-7	2	2	-1.0	5	-4	6	-9	21
COc1ccc2oc(C(=O)NC(C)(C)C)c(C)c2c1	-60	-2	-35	14	7	-0.7	-262	-71	-15	-255	-66
Cn1nnnc1SCC(=O)NC(=O)Cc1ccccc1	-15	-5	2	-27	4	-3.4	-1	3	4	-1	2
O=C1CN(O)C=C2N=c3ccccc3=C2N1c1ccc([N+](=O)[O-])cc1	5	-4	-3	-5	-3	-0.6	17	-5	-4	12	-2
CCOC(=O)C1=CC[C@@H](c2ccccc2)N(S(=O)(=O)c2ccc(C)cc2)[C@H]1c1ccc(C#N)cc1	18	·	·	0	24	0.4	14	-13	-1	6	·
COC(=O)C(NC(=O)c1ccc(Cl)cc1)(Nc1nc(C)cs1)C(F)(F)F (stereo unspecified)	8	-2	-18	0	0	-1.0	6	4	1	24	3
CCOC(=O)CSc1nnc(-c2ccoc2C)n1-c1ccc(C)cc1	5	-1	4	-18	-10	0.0	-1	-41	3	-5	-3

Only part of the results is shown; count on the stated rates, not on these rows.
